Platelet DG rel: platelet dense granule release activity; human platelet-rich plasma, SFLLRN dense granule ATP release, luminescence; inhibition, %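 (compounds screened at 7.5 µM in platelet-rich plasma)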; 300,000 tested, 0.22% active; AID 1663;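 active = mean replicate score, as percent of positive control, at or above 50; inconclusive = mean below 50 but at least one replicate at or above 50; inactive = mean and every replicate below 50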
IEC-6 tox: kills IEC-6 intestinal cells in KLF5 counter-screen; IEC-6 cytotoxicity, luminescence viability; inhibition, % at 5 µM; 290,000 tested, 0.78% active; AID 1825; in the data active = inhibition above about 22%;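 also: 0% = plate median of test compound wells and 100% = cytotoxic reference compound wells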
HSP90 refold inh: blocks HSP90-mediated luciferase refolding in reticulocyte lysate; Rabbit reticulocyte lysate, luciferase refolding luminescence, 3 h; inhibition, % at 5.6 µM; 290,000 tested, 0.91% active; AID 1789;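 active = inhibition above the screen-wide mean plus 3 SD, computed separately per campaign, cut at about 16% in these data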;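 also: 0% = DMSO wells and 100% = 60 µM geldanamycin wells; inhibitors lower the luminescence because luciferase stays unfolded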
SKKanGAS inh: inhibitors of SKKanGAS S. pyogenes growth in kanamycin (SK-promoter or general growth effect); inhibition, % at 7.5 µM; 300,000 tested, 1.3% active; BacTiter-Glo, 6 h;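 active = mean replicate score, as percent of positive control median, at least 50; inconclusive = mean below 50 but one replicate at or above 50; inactive = mean and every replicate below 50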;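 also: strain carries kanamycin resistance gene driven by streptokinase promoter and grows in 40 µg/ml kanamycin; loss of luminescence reflects streptokinase promoter inhibition or plain growth inhibition; 0% = median of DMSO wells and 100% = positive control at its reference dose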
aSyn UTR inh: MLPCN primary screen, SNCA 5' untranslated region; alpha-synuclein 5'UTR reporter, inhibitor activity; inhibition, % (tested at 7.5 µM); 300,000 tested, 0.82% active; AID 1813; in the data active = inhibition above about 60%; inconclusive = no clear call, values can overlap the other calls;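 also: H4 neuroglioblastoma cells stably carrying SNCA 5'UTR luciferase fusion; 0% = DMSO wells and 100% = positive control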
AI-2 QS modul: modulators of Vibrio harveyi AI-2 quorum sensing system; Vibrio harveyi JMH597 AI-2 luminescence/OD600 ratio, 9 h; hits give low values; strain lacks LuxN and CqsS sensors; 0 = neutral-control median; activity change, % at 7.5 µM; 300,000 tested, 0.4% active; in the data active = activity change below about -75%, passing the limit was not always enough; inconclusive = no clear call, values can overlap the other calls;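 also: luminescence divided by OD600 gain over 9 h not by final OD600 alone; inactives centre near 13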
HSF1 inhib: HSF1 inhibition. NIH3T3-HGL HSE-luciferase, MG132-induced, luminescence 8 h; hits give low values. activity change, negative = inhibition, % at 7.5 µM (by protocol). 300,000 tested, 0.77% active. AID 2098;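 active = more than half of replicate wells show activity change below -50%, luminescence cut by over half; inconclusive = some wells, but at most half, below -50%; inactive = no replicate well below -50%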;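 also: luciferase reports HSF-1 transcriptional activity via heat shock element; 0% = median of DMSO wells and -100% = zero luminescence signal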
HSF1 activator: increases HSF-1 driven luciferase reporter signal; NIH3T3-HGL HSF-1 luciferase reporter, MG132, 8 h; 100% = twice DMSO control signal; activation, % at 9 µM; 300,000 tested, 1.7% active;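 active = mean replicate activation of at least 50% with a set share of replicates each reaching 50%; inconclusive = only one of those two conditions met; inactive = mean below 50% and too few replicates reaching it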;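 also: 0% = median of the neutral control wells and 100% = twice that signal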
HIF activator: HIF pathway transcriptional activation; activation, % at 7.5 µM (by protocol); 300,000 tested, 0.32% active; U2OS HRE-luciferase reporter, luminescence; normalized: DMSO 0%, desferrioxamine 100%;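 active = mean activation of at least 10% of the iron chelator positive control signal, with at least half of replicates also reaching 10%; inconclusive = mean and replicate majority disagree about reaching 10%; inactive = mean and most replicates under 10%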
KLF5 inhibitor: kruppel-like factor 5 inhibition | DLD-1 KLF5 promoter-luciferase reporter, luminescence | inhibition, % at 5 µM | 290,000 tested, 0.23% active;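 active = inhibition above a per-plate limit of that plate's mean compound inhibition plus 3 SD, cut at about 60% in these data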;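 also: 0% = DMSO wells and 100% = LY294002 at 200 µM; higher means less KLF5 promoter-driven luciferase light; inactives centre near -14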
* = called active by the depositor; ? = inconclusive; nt = not tested or not shown. The order is random; 6% or so of the library scored in one or more.

SMILES | Platelet DG rel | IEC-6 tox | HSP90 refold inh | SKKanGAS inh | aSyn UTR inh | AI-2 QS modul | HSF1 inhib | HSF1 activator | HIF activator | KLF5 inhibitor
O=C(CSc1nnc(-c2ccco2)o1)c1ccc(O)cc1O | -11 | -5 | -2 | 4 | 3 | 5 | -1 | 2 | 0.0 | 6
COc1cccc(-c2nc(CS(=O)(=O)CC(=O)NCc3ccc4c(c3)OCO4)c(C)o2)c1 | -6 | -1 | 6 | -10 | 4 | -4 | 10 | -17 | -0.7 | -19
COc1cccc(CCNC(=O)CCc2nnc(-c3ccc4c(c3)OCO4)o2)c1 | -7 | -4 | 0 | -4 | -14 | -30 | 7 | 21 | 1.2 | -50
CCC(=O)c1c[nH]c(C(=O)NCc2cccc(C(F)(F)F)c2)c1 | -2 | 3 | -4 | -2 | 29 | 4 | -3 | 25 | -17 | 12
CC(Nc1cc(C)cc(C)c1)=[N+](C)CCNS(=O)(=O)c1ccc(Cl)cc1 | -17 | 2 | -2 | -1 | 17 | 11 | -5 | -8 | -0.5 | -38
O=C(NCCCn1ccnc1)c1ccc(COc2ccccc2)o1 | -17 | nt | nt | -16 | -16 | 10 | 1 | 16 | -0.1 | nt
CCOC(=O)c1ccc(NC(=O)c2ccc(NC(=O)c3ccccc3)cc2)cc1 | -3 | 3 | 4 | -15 | -6 | 17 | nt | nt | 0.4 | -5
CN(c1ccccc1)S(=O)(=O)c1cccc(NC(=O)C2CC(=O)N(Cc3ccccc3)C2)c1 (stereo not given) | 0 | -1 | 1 | 3 | 29 | 8 | 2 | 7 | -0.1 | 8
N#Cc1ccccc1COc1ccc(/C=C/C(=O)O)cc1 | -1 | 0 | 12 | 1 | 71* | 33 | -18 | -15 | -2.7 | -2
CCC(C)NCC(=O)Nc1ccc(S(N)(=O)=O)cc1 (stereo not given) | -1 | -2 | 0 | -2 | 7 | 9 | -10 | -10 | -0.1 | -8
CC1CCCC(C)N1C(=O)c1ccccc1Nc1ccc(SC(F)F)cc1 (stereo not given) | 3 | 3 | -2 | 14 | 4 | 7 | 0 | 2 | -1.0 | 10
COc1ccc(OC)c(/C=N/Nc2cc(C)nc(N3CCOCC3)n2)c1 | -21 | 6 | 6 | 0 | -9 | 29 | -19 | 1 | 0.0 | -8
CCOC(=O)N1CCN(Cc2nc(C3CC3)no2)CC1 | 2 | 4 | 4 | 2 | -6 | 6 | -11 | -28 | 0.4 | -72
CCn1c(C)cc2c(c1=O)C(c1ccc3c(c1)OCO3)C(C#N)=C(N)O2 (stereo not given) | -8 | 6 | 0 | 3 | 9 | 14 | -8 | 15 | 0.3 | -24
Cc1cc(NC(=O)C(C)SCC(=O)Nc2ccccc2N2CCCCC2)no1 (stereo not given) | -9 | nt | nt | -7 | -2 | 21 | 4 | 10 | -0.5 | nt
COc1cc([N+](=O)[O-])ccc1NC(=O)Cc1ccc(C)cc1 | -4 | -4 | 1 | -6 | 12 | 2 | -10 | -26 | -0.5 | -11
COc1ccc(NC(=O)Cn2cnc3c(cnn3-c3ccc(C)c(C)c3)c2=O)c(OC)c1 | 1 | 5 | 5 | 1 | -5 | 39 | -2 | -12 | -0.2 | 1
O=[N+]([O-])c1ccccc1/C=C/CN1CCC(O)CC1 | -4 | -7 | -7 | 3 | 0 | 9 | -9 | -19 | -0.5 | -65
CC(=O)Nc1ccc(C(=O)Nc2nc(-c3cccnc3)cs2)cc1 | -2 | 5 | -2 | 0 | 4 | 21 | -11 | -11 | 0.4 | -64
O=C(NCCc1ccccn1)C(F)(F)C(F)(F)C(F)(F)C(F)(F)C(F)(F)C(F)(F)C(F)(F)C(F)F | -7 | 0 | -2 | -6 | -9 | 17 | -9 | -6 | -0.3 | -9
COc1ccc(C2CC(c3ccc4ccccc4c3)=NN2C(=O)CN2C(=O)CCC2=O)cc1 (stereo not given) | 2 | -8 | -3 | 28 | 5 | 12 | 5 | 14 | 0.0 | -30
CCNC(=O)NC(=O)C(C)Sc1nc2ccccc2n1CC(C)C (stereo not given) | 1 | 0 | -1 | 1 | 6 | 9 | 1 | -4 | 0.2 | -20
O=C(Nc1ccccn1)c1ccc(Cl)s1 | 6 | 0 | -4 | -3 | -129 | 17 | 23 | 37 | 2.6 | -143
CC(C)NC(=O)NC(=O)CSc1nnc(-c2c[nH]c3ccccc23)o1 | -9 | 5 | 7 | -14 | -29 | -5 | 24 | 39 | -0.9 | -11
COC1(NS(=O)(=O)c2ccc(Br)cc2)C(C)=CC(=O)C=C1C | 0 | 1 | 2 | -5 | -17 | 20 | 2 | 10 | -0.5 | -22
CCOC(=O)c1ccc(NC(=O)N2CCN(c3ccccn3)CC2)cc1 | 0 | 3 | -1 | -6 | 1 | 3 | -28 | -16 | -0.1 | 10
Cc1cc2nc(Sc3c([N+](=O)[O-])nc(C)n3Cc3ccccc3)[nH]c2cc1C | 11 | 13 | 6 | 0 | -8 | 23 | 77 | 95* | -0.4 | -2
Cc1nn(C)c(C)c1S(=O)(=O)N(CC(=O)N1CCc2ccccc2C1)c1ccc(C(C)C)cc1 | 12 | 3 | 1 | 2 | 10 | 10 | 8 | 16 | -0.7 | -24
CCN(C(=O)CSc1nc2ccccc2o1)c1c(N)n(Cc2ccccc2)c(=O)[nH]c1=O | 3 | nt | nt | 17 | 2 | 8 | -2 | -10 | -0.1 | nt
N#CC1(NC(=O)COC(=O)c2cc([N+](=O)[O-])ccc2N2CCOCC2)CCCCC1 | -1 | nt | nt | -4 | 27 | 11 | -1 | -5 | -0.7 | nt
Cc1ccc2nc(NC(=S)NC(=O)c3ccco3)sc2c1 | 0 | 4 | 2 | 28 | -148 | 7 | 9 | 36 | 1.9 | -30
O=C(COC(=O)c1cc([N+](=O)[O-])ccc1N1CCOCC1)Nc1c(Cl)cccc1C(F)(F)F | 10 | -5 | 2 | 0 | -12 | -4 | -5 | 1 | 0.1 | 0
Cc1occc1C(=O)N(C)CC1CCCN(CCc2ccccc2F)C1 (stereo not given) | 9 | -2 | 0 | 8 | -11 | ? | -3 | 9 | -0.2 | 16
Cc1ccc(C(C[N+](=O)[O-])c2c(C)[nH]n(-c3ccccc3)c2=O)cc1 (stereo not given) | -22 | 0 | 2 | 0 | -33 | 30 | -19 | -23 | 6.3 | -19
Oc1ccc(-c2cn3ccccc3n2)cc1 | 6 | -6 | 2 | 1 | -48 | 9 | 5 | 30 | 2.3 | -144
Cc1ccc(C(=O)NCC(=O)OCC(=O)/C=C2\N(C)c3ccccc3C2(C)C)cc1C | -17 | -3 | -3 | 5 | 19 | 19 | -4 | 10 | -0.4 | -39
COc1nc(-c2ccccc2)c2cc(C)ccc2n1 | 4 | 12 | -5 | -3 | 8 | 15 | -3 | -9 | -0.4 | -21
COc1ccc(N2CCN(C(=O)C3CCCN(S(=O)(=O)c4ccc(F)cc4)C3)CC2)cc1 (stereo not given) | 4 | -2 | -3 | 0 | 4 | 31 | 5 | 14 | 0.5 | -7
COc1cc(CN2CCNC(=O)C2CC(=O)N(C)CCC2CCOCC2)cc(OC)c1 (stereo not given) | -10 | -9 | -4 | -4 | 9 | 26 | -5 | 19 | -0.2 | -20
Cc1cc(C(=O)OCC(=O)NCc2ccc3c(c2)OCO3)c2ccccc2n1 | 0 | -6 | 2 | -5 | -19 | -2 | -4 | -8 | -0.4 | -33

Given with values under each structure: 8 of the compounds above.
Below each SMILES – Platelet DG rel	IEC-6 tox	HSP90 refold inh	SKKanGAS inh	aSyn UTR inh	AI-2 QS modul	HSF1 inhib	HSF1 activator	HIF activator	KLF5 inhibitor
> CCOC(=O)c1ccc(NC(=O)N2CCN(c3ccccn3)CC2)cc1
 : 0	3	-1	-6	1	3	-28	-16	-0.1	10
> Cc1cc2nc(Sc3c([N+](=O)[O-])nc(C)n3Cc3ccccc3)[nH]c2cc1C
 : 11	13	6	0	-8	23	77	95*	-0.4	-2
> Cc1nn(C)c(C)c1S(=O)(=O)N(CC(=O)N1CCc2ccccc2C1)c1ccc(C(C)C)cc1
 : 12	3	1	2	10	10	8	16	-0.7	-24
> CCN(C(=O)CSc1nc2ccccc2o1)c1c(N)n(Cc2ccccc2)c(=O)[nH]c1=O
 : 3	nt	nt	17	2	8	-2	-10	-0.1	nt
> N#CC1(NC(=O)COC(=O)c2cc([N+](=O)[O-])ccc2N2CCOCC2)CCCCC1
 : -1	nt	nt	-4	27	11	-1	-5	-0.7	nt
> Cc1ccc2nc(NC(=S)NC(=O)c3ccco3)sc2c1
 : 0	4	2	28	-148	7	9	36	1.9	-30
> O=C(COC(=O)c1cc([N+](=O)[O-])ccc1N1CCOCC1)Nc1c(Cl)cccc1C(F)(F)F
 : 10	-5	2	0	-12	-4	-5	1	0.1	0
> Cc1occc1C(=O)N(C)CC1CCCN(CCc2ccccc2F)C1 (stereo not given)
 : 9	-2	0	8	-11	?	-3	9	-0.2	16

(next part)
SMILES | Platelet DG rel | IEC-6 tox | HSP90 refold inh | SKKanGAS inh | aSyn UTR inh | AI-2 QS modul | HSF1 inhib | HSF1 activator | HIF activator | KLF5 inhibitor
COc1ccc(N2C(=O)CC(SC(C)C)C2=O)cc1 (stereo not given) | 1 | -1 | -1 | 1 | -6 | 21 | 0 | 1 | -0.8 | -16
O=C(NCC1OCCc2ccccc21)c1cc(COc2ccc(F)cc2Cl)on1 (stereo not given) | 1 | 3 | 1 | 9 | -10 | -10 | -5 | -19 | -0.1 | -13
COC(=O)c1ccc(/C=N/NC(=O)CCSc2nc3ccccc3s2)cc1 | -10 | -11 | 5 | -8 | -11 | 7 | 3 | 9 | -0.3 | -26
CC(C)c1cc(C(C)C)c(S(=O)(=O)NNC(=O)c2ccncc2)c(C(C)C)c1 | -4 | -2 | -5 | 9 | 11 | 25 | -5 | -5 | -0.5 | -15
O=C(O)CNCC1COc2ccccc2O1 (stereo not given) | -2 | 0 | -1 | 3 | 2 | 4 | -4 | 0 | -0.7 | -21
Cc1cc(NCC(c2ccccc2)c2ccccc2)n2ncnc2n1 | -4 | 4 | 5 | 6 | 0 | 23 | -8 | 5 | 0.2 | 8
Cc1cccc(Nc2ccc(NCc3ccccc3)nn2)c1 | 2 | -1 | -4 | -10 | -110 | -46 | 19 | 34 | 1.9 | -34
NC(=S)N=Nc1c(O)n(CCCl)c2ccc(Br)cc12 | -7 | 1 | 2 | 28 | 32 | 3 | -4 | 6 | -0.1 | 0
O=C(CSc1nnc(NC(=O)c2ccccc2C(=O)O)s1)Nc1ccccc1Cl | 6 | 1 | -8 | 9 | -10 | 13 | -4 | -10 | 0.0 | -5
COc1ccc(CNC(=O)C(=O)NC2CC(C)(C)NC(C)(C)C2)cc1 | -1 | -2 | 3 | 7 | -11 | 18 | -9 | 0 | 1.7 | 4

Screening data as filed in PubChem.
